# Screening data deposited in PubChem BioAssay by several laboratories.
# SIAH1 antagonists: blockers of Siah-1 interaction with plectin peptide – biochemical, fluorescence polarization, rhodamine-plectin, uHTS, primary screen (AID 1817); Siah-1 / rhodamine-plectin peptide fluorescence polarization; higher % means a stronger effect; one-dose displacement, % at 20 µM; IC50 in µM for titrated hits; 290,000 tested, 0.02% active;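 active means displacement of at least 50% at 20 µM, with a fluorescence ratio check between 0.3 and a set limit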;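 further: plate controls were Siah plus tracer with DMSO for no effect and tracer alone without Siah for full effect; strong numbers were not always called active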
# PMI inhibitors: inhibitors of human PMI, primary screen, biochemical, fluorescence intensity, coupled assay (AID 1209) | purified PMI enzyme, coupled fluorescence intensity; higher % means a stronger effect | inhibition, % at 20 µM, or IC50 in µM where a hit was titrated | 190,000 tested, 0.42% active;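 further: plate controls were DMSO vehicle for no effect and wells lacking substrate for full effect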
# PMI inhibition: human PMI inhibitors, high substrate, primary screen, biochemical, fluorescence intensity, high mannose 6-phosphate (AID 1220). recombinant PMI enzyme, coupled fluorescence intensity; higher % means a stronger effect. 190,000 tested, 0.66% active. inhibition, % at 20 µM; hits with a dose series show IC50 in µM
# Dynein cargo inh: blocks dynein driven cargo transport along microtubules; 3617.4 mouse cells, GR-EGFP nuclear translocation imaging; test concentration mostly 20 µM; stimulated with dexamethasone, 1 µM; hits give low values; z-score, hits read low; 220,000 tested, 0.47% active; AID 1381;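 active means plate z-score of nuclear minus cytoplasmic receptor signal below a set negative limit, without overly bright fluorescence or cell loss, cut at about -3.5 in these data, passing the limit was not always enough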;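 further: z-score of nuclear minus cytoplasmic ring GR-EGFP intensity difference per well; some compounds called inactive have numbers as strong as hits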
#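 Buffer or medium: Induction medium lacking tetracycline, stripped serum | Also added: Dexamethasone agonist, 1.0 µM final, for 30 min | Timing: 48 h induction, 1 h compound, 30 min dex at 37 °C | Detection: Formaldehyde fixation, Hoechst nuclear stain, 10x automated fluorescence imaging | Measure: Nuclear versus cytoplasmic GR-EGFP signal, averaged per well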
# P. falciparum M17LAP: P. falciparum M17LAP inhibitors, primary screen, biochemical, fluorogenic H-Leu-NHMec substrate, 1536-well (AID 1619) | inhibition, % at 30 µM; hits with a dose series show IC50 in µM | 220,000 tested, 0.38% active | recombinant M17LAP, H-Leu-NHMec fluorogenic kinetic assay; higher % means a stronger effect;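 active means compound inhibiting the enzyme by more than half at any dose during confirmatory dose-response retesting; inconclusive means strong single-dose inhibitors picked by rank but not retested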;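 further: plate controls were full reaction with DMSO carrier for no effect and no enzyme background for full effect; strong numbers were not always called active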
# XIAP antagonists: small molecules displacing peptide from XIAP – biochemical, IAP family, fluorescence polarization (AID 1018); XIAP BIR domain, fluorescence polarization peptide displacement; higher % means a stronger effect; displacement, % at 20 µM, or IC50 in µM where a hit was titrated; 200,000 tested, 0.007% active; in the data active means displacement above about 50%; further: a part of the inactive calls stands beside numbers as strong as those of hits
# P. falciparum M1AAP: P. falciparum M1AAP inhibitors, biochemical, fluorogenic H-Leu-NHMec substrate, 1536-well (AID 1445); recombinant M1AAP, H-Leu-NHMec fluorogenic kinetic assay; higher % means a stronger effect; inhibition, % at 30 µM; hits with a dose series show IC50 in µM; 220,000 tested, 0.42% active;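 active means primary inhibition above the hit cutoff, then over 50% inhibition at one or more dose response concentrations, cut at about 23% in these data, passing the limit was not always enough; inconclusive means conflicting primary data, or primary hits not chosen for dose response; inactive means low primary inhibition, or under 50% at every dose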;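 further: plate controls were DMSO full reaction for no effect and no enzyme background for full effect; strong numbers were not always called active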
# AID2073: inhibitors of Mint1-CaV2.2 protein interaction, biochemical, HTRF (AID 2073) | HTRF protein-protein interaction, Mint1-CaV2.2; higher % means a stronger effect | inhibition, % at 20 µM, or IC50 in µM where a hit was titrated | 290,000 tested, 0.19% active; in the data active means inhibition mostly above about 51%, no sharp cut-off; inconclusive means no clear call, values can overlap the other calls; inactive means mostly below about 53%; further: some results filed as inactive read as strong as hits
# LYP inhibition: PTPN22 lymphoid phosphatase activity blockers – biochemical, fluorescence intensity, uHTS (AID 1779); recombinant LYP phosphatase, fluorescence intensity; higher % means a stronger effect; one-dose inhibition, % at 11.5 µM; IC50 in µM for titrated hits; 290,000 tested, 0.054% active;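 further: plate controls were vehicle with enzyme for no effect and no enzyme for full effect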
# Dynein cargo inh cytoplasmic EGFP: recorded beside Dynein cargo inh, whose call it bears; z-score; measured here: cytoplasmic GR-EGFP intensity; hits give high values
# Dynein cargo inh nuclear GR-EGFP: further read-out of Dynein cargo inh, marked with its call; z-score; measured here: nuclear GR-EGFP intensity;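 lower value marks the stronger effect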
# Dynein cargo inh cell count: further read-out of Dynein cargo inh, marked with its call; z-score; measured here: cell count per field
# An asterisk follows results filed as active; ? = inconclusive; nt = no result given. Unless noted, no stated cut-off is given here; in the data, active means inhibition above about 50%; inactive means the rest. Random draw from the library; any-hit rate near 2.1%.
SMILES,SIAH1 antagonists,PMI inhibitors,PMI inhibition,Dynein cargo inh,Dynein cargo inh cytoplasmic EGFP,Dynein cargo inh nuclear GR-EGFP,Dynein cargo inh cell count,P. falciparum M17LAP,XIAP antagonists,P. falciparum M1AAP,AID2073,LYP inhibition
CC(C)CNS(=O)(=O)c1ccc(CCC(=O)NCC2CCCO2)cc1 (stereo unspecified),-3%,4%,4%,0.092,-0.24,0.17,-1.1,4%,2.2%,8%,-18%,-4%
CSc1nc(/C=C2\C=Nc3ccccc32)c(O)n1C,3%,9%,5%,-0.31,-0.21,-0.19,0.36,8%,-0.4%,9%,-10%,-10%
O=C1Nc2ccccc2C12OCC(COc1ccc(Cl)cc1)O2 (stereo unspecified),1%,15%,14%,-1.1,0.19,-1.1,-2.4,8%,-14%,8%,4%,1%
CCOC(=O)C1=C(CNC2CCCCC2)NC(=O)NC1c1cc(C)ccc1C (stereo unspecified),0%,12%,6%,-0.059,-0.088,-0.67,-0.17,11%,-4.0%,-2%,48%,1%
Cc1occc1C(=O)N/N=C/c1cccnc1,-1%,20%,-5%,2,-0.24,1.1,-0.011,4%,-4.2%,0%,6%,-1%
CCOc1cc(-c2cn(S(=O)(=O)c3cccc4nsnc34)nc2N)cc(OCC)c1OCC,0%,16%,10%,-0.83,-0.086,-0.52,0.83,2%,-1.8%,8%,-7%,4%
COc1cccc2c1OCC1COc3c(c(=O)n(C)c(=O)n3C)C21 (stereo unspecified),-1%,-10%,-4%,1.7,0.022,0.73,-0.48,4%,-3.0%,1%,6%,-6%
CN(C(=O)CC1C(=O)NCCN1CC(c1ccccc1)c1ccccc1)C(C1CC1)C1CC1 (stereo unspecified),1%,nt,nt,-0.059,-0.21,-0.14,-0.62,4%,nt,5%,-4%,-2%
CCN(CC)S(=O)(=O)c1cccc(NC(=O)c2cc3ccccc3o2)c1,-1%,14%,15%,0.17,-0.075,0.0077,-0.79,-8%,-4.9%,5%,8%,0%
CC(=O)Nc1ccc(C(=O)NCC(=O)OCc2ccccc2F)cc1,0%,1%,-5%,0.071,0.75,0.78,-0.17,8%,-3.7%,17%,-2%,-11%
CCCSC1=C(C#N)C(c2ccc(OC)cc2)C2=C(CC(C)(C)CC2=O)N1 (stereo unspecified),4%,14%,6%,-1,-0.19,-0.18,0.23,-2%,-2.4%,5%,6%,-6%
CCc1nc(C)cn1S(=O)(=O)c1cc(Cl)c(OC)cc1Cl,5%,7%,9%,-0.44,-0.28,-1.1,0.59,-15%,-2.3%,12%,-8%,-10%
O=C(NCC1CCCO1)C1c2ccccc2C(=O)N1C1CCCCCC1 (stereo unspecified),2%,6%,5%,-0.47,-0.1,-0.86,0.43,-2%,-2.4%,-1%,-2%,2%
NS(=O)(=O)c1ccc(N/N=C/c2cn(-c3ccccc3)nc2-c2ccccc2)c([N+](=O)[O-])c1,9%,12%,6%,-0.46,0.16,0.11,-0.71,5%,-2.4%,9%,35%,-4%
COc1cc(OC)c(N(C)S(=O)(=O)c2cccc(C(=O)NC(C)C3CC4CCC3C4)c2)cc1Cl (stereo unspecified),-2%,nt,nt,-0.21,-0.7,0.081,-0.83,4%,nt,-2%,14%,-2%
CCCCn1c(N)c(-c2nc3ccccc3o2)c2c([N+](=O)[O-])nn(CC)c(=O)c21,15%,14%,15%,-1.1,-0.24,-0.82,0.95,-4%,-5.3%,3%,20%,-1%
CCOC(=O)c1cc2c(=O)n3ccccc3nc2n(CCCOC)c1=NC(C)=O,-2%,-4%,-5%,1.4,-0.16,1.1,-1.7,?,-0.4%,?,24%,-56%
CSc1ccc(CNCCCN(C)C)cc1,0%,2%,-5%,-0.4,-0.16,-0.28,-0.19,25%,-2.3%,0%,-1%,-2%
O=C1CC(c2ccc3c(c2)OCO3)c2cc3c(cc2N1)OCCO3 (stereo unspecified),-2%,18%,14%,-0.017,-0.22,0.12,2.3,3%,-3.3%,3%,-2%,-1%
O=[N+]([O-])c1ccc(Cl)cc1Sc1ccccn1,-5%,-2%,3%,-0.34,-0.11,-0.53,0.76,27%,-8.4%,7%,4%,-6%

# Copied from the listing, 6 compounds:
SMILES,SIAH1 antagonists,PMI inhibitors,PMI inhibition,Dynein cargo inh,Dynein cargo inh cytoplasmic EGFP,Dynein cargo inh nuclear GR-EGFP,Dynein cargo inh cell count,P. falciparum M17LAP,XIAP antagonists,P. falciparum M1AAP,AID2073,LYP inhibition
NS(=O)(=O)c1ccc(N/N=C/c2cn(-c3ccccc3)nc2-c2ccccc2)c([N+](=O)[O-])c1,9%,12%,6%,-0.46,0.16,0.11,-0.71,5%,-2.4%,9%,35%,-4%
COc1cc(OC)c(N(C)S(=O)(=O)c2cccc(C(=O)NC(C)C3CC4CCC3C4)c2)cc1Cl (stereo unspecified),-2%,nt,nt,-0.21,-0.7,0.081,-0.83,4%,nt,-2%,14%,-2%
CCCCn1c(N)c(-c2nc3ccccc3o2)c2c([N+](=O)[O-])nn(CC)c(=O)c21,15%,14%,15%,-1.1,-0.24,-0.82,0.95,-4%,-5.3%,3%,20%,-1%
CCOC(=O)c1cc2c(=O)n3ccccc3nc2n(CCCOC)c1=NC(C)=O,-2%,-4%,-5%,1.4,-0.16,1.1,-1.7,?,-0.4%,?,24%,-56%
CSc1ccc(CNCCCN(C)C)cc1,0%,2%,-5%,-0.4,-0.16,-0.28,-0.19,25%,-2.3%,0%,-1%,-2%
O=C1CC(c2ccc3c(c2)OCO3)c2cc3c(cc2N1)OCCO3 (stereo unspecified),-2%,18%,14%,-0.017,-0.22,0.12,2.3,3%,-3.3%,3%,-2%,-1%

# Carrying on:
SMILES,SIAH1 antagonists,PMI inhibitors,PMI inhibition,Dynein cargo inh,Dynein cargo inh cytoplasmic EGFP,Dynein cargo inh nuclear GR-EGFP,Dynein cargo inh cell count,P. falciparum M17LAP,XIAP antagonists,P. falciparum M1AAP,AID2073,LYP inhibition
Cc1nn(CC(=O)N2CCOCC2)c(=O)c2ccccc12,6%,5%,2%,0.89,-0.38,1,-0.76,-4%,-1.8%,0%,-6%,-6%
O=C(c1ccc(-n2cccn2)cc1)N1CCc2c([nH]c3ccccc23)C1c1ccccn1 (stereo unspecified),2%,24%,36%,0.5,-0.21,0.61,-0.66,13%,-8.8%,2%,10%,-4%
c1ccc(COc2cccc(CNCc3cccs3)c2)cc1,-2%,1%,2%,-0.12,0.012,-0.22,0.37,16%,-4.7%,3%,2%,-4%
CCN(CC)c1nc(=S)nc(NC(C)(C)C)[nH]1,0%,-6%,-9%,-0.98,-0.04,0.21,-0.048,23%,-3.3%,-5%,-12%,-4%
Cc1ccc(C)c(N2CCN(c3ccncc3N)CC2)c1,1%,nt,nt,0.94,-0.24,0.29,-0.38,6%,nt,3%,14%,-5%
CC1=C(C(=O)OC2CCCCC2)C(c2cccs2)n2c(nc3ccccc32)N1 (stereo unspecified),5%,5%,8%,-0.18,0.76,-0.29,0.69,-7%,-5.4%,0%,2%,1%
CCOc1ccc(C(=O)N(C)C2CCS(=O)(=O)C2)cc1 (stereo unspecified),5%,2%,1%,-1.2,-0.2,-0.67,0.72,-3%,-0.2%,-1%,5%,-5%
O=C(CC1SCCNC1=O)Nc1ccc(Cl)cc1 (stereo unspecified),14%,4%,12%,-1,-0.22,-0.55,0.11,23%,10%,-2%,17%,-10%
Cc1nc(SCC(=O)N(C)C2CCCCC2)[nH]c(=O)c1Cc1ccccc1,-1%,5%,7%,-0.3,0.021,-0.011,0.13,17%,-6.1%,7%,-7%,-7%
COc1ccc(-n2c(C)cc(-c3csc(N)n3)c2C)cc1,0%,-19%,-30%,-1.4,-0.1,-0.58,0.94,1%,3.0%,4%,21%,-3%
O=C(Nc1ncc2c(n1)-c1ccccc1CC2)c1ccccc1,5%,-2%,13%,-0.61,-0.34,-0.081,0.58,3%,-4.1%,2%,5%,-5%
O=C(Cc1ccccc1)NCC(=O)Nc1cccc(Br)c1,2%,-14%,-12%,-0.34,-0.27,-0.16,0.38,1%,-8.0%,4%,-11%,-7%
CCOC(=O)c1cccc(C(=O)OCC)n1,-2%,8%,-3%,-0.57,-0.2,-0.23,0.19,3%,-2.6%,-17%,7%,0%
CCOC(=O)c1c(O)c2cc(Cl)ccc2n(CC)c1=O,-10%,nt,nt,-0.15,0.41,-0.053,-0.6,7%,nt,-2%,-15%,-4%
Cc1ccc(S(=O)(=O)N2CCC(=O)N(CCOC(=O)NCc3ccccc3)CC2)cc1,9%,3%,0%,-0.064,-0.28,0.32,0.64,-16%,-7.8%,-4%,-7%,-5%
CCCN(CCC)S(=O)(=O)c1cccc(C(=O)Nc2ccc3c(c2)OCO3)c1,-4%,15%,15%,-0.68,-0.24,-0.23,1.7,4%,-5.1%,1%,6%,-4%
COc1cc(-c2[nH]ncc2CN2CCN(Cc3cccs3)CC2)cc(OC)c1OC,2%,14%,11%,0.12,-0.0021,0.33,0.11,2%,-6.7%,0%,-3%,-10%
CC(=O)Nc1ccc(NS(=O)(=O)c2ccc3ccccc3c2)cc1,2%,6%,7%,-0.079,1.1,-0.1,0.32,1%,-1.4%,3%,15%,0%
O=S(=O)(NCCO)c1cccc2cccnc12,0%,-6%,8%,-0.0072,-0.25,0.12,0.18,-4%,-2.8%,-2%,2%,-6%
O=c1[nH]ncn1-c1ccccc1C(F)(F)F,-3%,4%,5%,1.2,-0.25,-0.099,-0.19,-5%,-6.9%,7%,19%,1%
CC(C)C(NC(=O)C1CCCCC1)C(=O)Nc1ccccn1 (stereo unspecified),2%,1%,-1%,3.5,-0.054,2.6,-0.98,5%,-14%,3%,-2%,-8%
C=CCOc1ccc(/C(O)=C2/C(=O)C(=O)N(CCCn3ccnc3)C2c2cccs2)cc1 (stereo unspecified),2%,-4%,3%,0.31,-0.29,0.71,-1.3,17%,-5.7%,2%,13%,2%
CC(C(=O)OCC(=O)Nc1ncc(Cl)cc1Cl)N1C(=O)c2ccccc2C1=O (stereo unspecified),1%,13%,10%,-0.63,0.35,-0.22,0.13,11%,-5.4%,4%,-2%,-2%
